pPAFAH inh: pPAFAH enzyme inhibitors, primary screen, biochemical, fluorescence polarization, human | Platelet-activating factor acetylhydrolase (Homo sapiens), Q13093 | recombinant pPAFAH, FP-rhodamine probe fluorescence polarization | inhibition, % at 3.39 µM | hit rate 1.5% among 330,000;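 active = inhibition above the mean inhibition across the screen plus 3 SD, cut at about 25% in these data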;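 note: inhibitors block binding of the rhodamine activity-based probe so polarization drops; 0% = enzyme with DMSO and 100% = wells lacking pPAFAH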
Target sequence (Q13093 whole entry, looked up): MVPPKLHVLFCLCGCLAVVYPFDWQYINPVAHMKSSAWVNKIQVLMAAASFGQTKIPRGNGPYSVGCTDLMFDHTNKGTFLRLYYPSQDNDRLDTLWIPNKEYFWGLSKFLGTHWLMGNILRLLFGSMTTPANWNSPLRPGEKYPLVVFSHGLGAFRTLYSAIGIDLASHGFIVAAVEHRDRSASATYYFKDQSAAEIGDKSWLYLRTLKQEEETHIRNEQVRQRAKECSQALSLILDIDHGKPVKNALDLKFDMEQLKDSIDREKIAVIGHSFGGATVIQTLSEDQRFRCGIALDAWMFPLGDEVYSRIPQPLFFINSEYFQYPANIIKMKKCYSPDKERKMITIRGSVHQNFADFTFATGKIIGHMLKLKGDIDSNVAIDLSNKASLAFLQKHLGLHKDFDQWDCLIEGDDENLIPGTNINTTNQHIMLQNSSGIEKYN
Fam108B inh: mouse Fam108B serine hydrolase inhibitors, primary screen, counter-screen for RBBP9 inhibitor project, biochemical, fluorescence polarization; recombinant Fam108B, FP-Rh probe fluorescence polarization; inhibition, % at 9.51 µM; hit rate 0.33% among 300,000; AID 1947, 2009;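 active = inhibition above the screen mean inhibition plus 3 SD, computed separately per campaign, cut at about 18% in these data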;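 note: inhibitors lower polarization as less probe binds the enzyme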
BCLXL inh: inhibitors of human Bcl-xL, primary screen, biochemical, fluorescence polarization, HTS; Bcl-2-like protein 1 (Homo sapiens), Q07817; GST-Bcl-xL / FITC-Bim BH3 peptide fluorescence polarization; inhibition, % at 10.9 µM; hit rate 0.7% among 320,000;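 active = inhibition above the mean of all tested compounds plus 3 SD, cutoff set per campaign, cut at about 30% in these data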;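 note: 0% = DMSO wells and 100% = unlabeled Bim-BH3 peptide competitor; inhibitors lower millipolarization by displacing the labeled peptide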
Target sequence (Q07817 whole entry, looked up): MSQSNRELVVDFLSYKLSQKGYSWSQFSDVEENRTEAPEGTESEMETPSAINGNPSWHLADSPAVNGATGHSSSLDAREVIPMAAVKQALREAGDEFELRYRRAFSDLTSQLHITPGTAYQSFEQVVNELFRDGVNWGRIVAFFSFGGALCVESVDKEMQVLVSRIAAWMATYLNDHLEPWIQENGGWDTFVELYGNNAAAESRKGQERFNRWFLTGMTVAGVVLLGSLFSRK
PME-1 inh: PME-1 inhibitors via competitive probe labeling, primary screen, biochemical, fluorescence polarization, FP-Rh probe, HTS; Protein phosphatase methylesterase 1 (Homo sapiens), Q9Y570; recombinant PME-1; inhibition, % at 5.9 µM; hit rate 0.53% among 320,000; AID 2130, 2009;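 active = inhibition above the campaign mean of all compounds plus 3 SD, cut at about 26% in these data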;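 note: competitive labeling of PME-1 active site by serine hydrolase directed probe; 0% = PME-1 with DMSO and 100% = wells lacking PME-1 enzyme; inhibitors block probe labeling so polarization falls and inhibition rises; many of its hits are not listed in these tables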
MEX-5 binding: MEX-5 zinc finger RNA-binding disruptors – biochemical, C. elegans, fluorescence polarization, MLPCN library, primary screen | MEX-5/FITC-TCR2 RNA binding; active compounds read low | AID 1832, 2009 | activity score (negative = inhibition of binding), % at 10 µM | hit rate 0.38% among 300,000;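 active = inhibition past about -25% in most replicates, and total fluorescence under double the plate's negative control median, limit read from the data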;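 note: 0% = DMSO and -100% = 5 µM competing unlabeled TCR2 RNA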
GLD-1 TGE inh: GLD-1/TGE RNA complex disruptors, primary screen, biochemical, fluorescence polarization | Female germline-specific tumor suppressor gld-1 (Caenorhabditis elegans), Q17339 | hit rate 0.44% among 320,000 | AID 2280, 2010 | purified GLD-1 + fluorescein TGE RNA | inhibition, % at 5.96 µM;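 active = percent inhibition above a per-plate cutoff, the plate mean of test compounds plus 3 SD, cut at about 30% in these data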;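 note: 0% = DMSO wells with GLD-1 and probe and 100% = wells lacking GLD-1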
PAFAH1B2 inh: PAFAH1B2 enzyme inhibitors, primary screen, biochemical, fluorescence polarization, human; recombinant PAFAH1B2, FP-rhodamine activity probe; AID 492953, 2010; inhibition, % at 3.39 µM; hit rate 1.2% among 340,000; Platelet-activating factor acetylhydrolase IB subunit alpha2 (Homo sapiens), P68402;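 active = inhibition above the mean of all tested compounds plus 3 SD, cut at about 24% in these data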;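 note: 0% = enzyme with DMSO and 100% = wells lacking PAFAH1B2; many of its hits are not listed in these tables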
Target sequence (P68402 whole entry, looked up): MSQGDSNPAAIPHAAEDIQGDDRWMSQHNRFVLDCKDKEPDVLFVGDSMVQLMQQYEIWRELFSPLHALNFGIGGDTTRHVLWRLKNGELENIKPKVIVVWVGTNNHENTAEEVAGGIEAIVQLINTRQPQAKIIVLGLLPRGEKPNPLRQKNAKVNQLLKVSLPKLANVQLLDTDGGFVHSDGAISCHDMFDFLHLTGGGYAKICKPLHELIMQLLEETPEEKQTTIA
AHR activator: AHR activators, primary screen, cell-based, luminescence, luciferase reporter, human; AHR-responsive luciferase reporter cells; Aryl hydrocarbon receptor (Homo sapiens), P35869; AID 2796, 2010; hit rate 2.5% among 320,000; activation, % at 5 µM; in the data active = activation above about 47%;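 note: 0% = vehicle wells and 100% = reference agonist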
MCL1-BIM inh: inhibitors of MCL1 binding to BIM-BH3, primary screen, biochemical, fluorescence polarization | inhibition, % at 10.9 µM | Induced myeloid leukemia cell differentiation protein Mcl-1 (Homo sapiens), Q07820 | AID 2057, 2009 | hit rate 0.68% among 320,000 | GST-MCL1 / FITC-Bim-BH3 fluorescence polarization;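 active = inhibition above the mean inhibition of all tested compounds plus 3 SD, set per campaign, cut at about 40% in these data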;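 note: 0% = DMSO wells and 100% = unlabeled Bim-BH3 peptide control; higher means more loss of mP so more displacement of Bim peptide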
* marks the source's active call; other numbers are inactive results; . = not tested or not shown.

SMILES	pPAFAH inh	Fam108B inh	BCLXL inh	PME-1 inh	MEX-5 binding	GLD-1 TGE inh	PAFAH1B2 inh	AHR activator	MCL1-BIM inh
O=C(CC1CS(=O)(=O)CC1CC(=O)Nc1ccc2c(c1)OCCO2)Nc1ccc2c(c1)OCCO2 (stereo unspecified)	4	2	5	-4	0.6	8	2	6	7
O=C(COc1ccc(Br)cc1Br)NC1CCS(=O)(=O)C1 (stereo unspecified)	2	2	-1	2	4.5	4	0	0	1
COc1ccc2[nH]c(=O)c(CN(C(=O)c3ccncc3)C(C)(C)C)cc2c1	-2	-4	4	-5	-2.4	-2	6	0	-7
Cc1ccc(C2=NN(C(=O)COc3ncnc4ccccc34)C(c3ccco3)C2)cc1 (stereo unspecified)	2	1	0	5	2.8	4	2	-1	-6
CN(C(=O)c1nc(-c2ccccc2)n(-c2ccccc2)n1)C1CCS(=O)(=O)C1 (stereo unspecified)	2	2	6	2	0.4	9	2	-5	3
CC(C)(C)C(=O)Cn1c(=O)n(-c2ccc(F)cc2F)c(=O)c2sccc21	1	-4	8	3	-1.0	5	1	0	7
CCCc1ccc(Oc2cc(NN3CCCCC3)c([N+](=O)[O-])cc2[N+](=O)[O-])cc1	1	4	6	2	0.2	-6	-2	-3	-8
Nc1ccccc1Nc1cc(-c2ccccc2)nn1-c1cccc(Cl)c1	-2	5	8	2	-2.6	8	0	1	13
COc1ccc(S(=O)(=O)N2CCN(C)CC2)cc1	-1	0	6	-6	0.2	1	3	0	13
CCCC(=O)C1=C(O)C(C(=O)OC)C(C)(C)CC1=Nc1ccc(N)cc1 (stereo unspecified)	1	1	4	0	-2.2	3	0	-1	0
Cc1ccc(NC(=O)CS(=O)CC(=O)N2CCN(C3CCCC3)CC2)cc1 (stereo unspecified)	0	-2	-3	1	-0.1	1	1	-2	-10
CC(C)[C@H](NC(=O)c1ccccc1)C(=O)OCc1nc2scc(-c3ccccc3)c2c(=O)[nH]1	5	-7	10	-9	.	-2	4	-5	4
COc1ccccc1Nc1nc(N)nc(CSc2nncn2C)n1	0	6	5	7	-0.9	3	-3	15	2
O=C(c1ccccc1)c1cccc(NC(=O)c2ccco2)c1	1	3	7	-12	1.4	-3	-1	0	9
COCCN(C(=S)Nc1cccc(C)c1C)C(C)c1ccco1 (stereo unspecified)	0	3	-4	3	-0.4	9	6	0	6
O=C(c1ccco1)N1CCN(C(=S)NCc2ccc(F)cc2)CC1	2	3	1	4	-2.3	5	3	2	5
CCOC(=O)c1sc(NC(=O)CCN2CCOCC2)c(C(=O)OCC)c1C	-2	-1	2	12	-0.7	5	5	4	3
Clc1ccc(COn2c(-c3ccc(Cl)cc3)nc3ccccc32)cc1	4	-8	3	-7	0.3	-2	16	7	3
CC(=O)C1C(c2ccc(Br)cc2)c2c(noc2C)CC1(C)O (stereo unspecified)	3	3	4	5	0.1	2	5	-1	3
CS(=O)(=O)Nn1cnc2ccccc2c1=O	3	4	1	-6	2.8	-1	3	0	5
Fc1ccc(Oc2nnnn2-c2ccccc2)cc1	0	1	3	5	0.2	7	-3	-3	3
COc1ccc2nc(C)cc(N3CCOCC3)c2c1	3	6	4	3	2.3	7	3	0	2
CC1(CCc2ccccc2)NC(=O)N(CC(=O)Nc2ccc(S(N)(=O)=O)cc2)C1=O (stereo unspecified)	5	1	-1	5	0.7	-2	3	-2	-3
OC(CNCc1ccncc1)c1ccccc1 (stereo unspecified)	-4	-2	2	-4	-3.2	8	-2	0	-1
O=C(/C=C/c1ccccc1)NC1CCSC1=O (stereo unspecified)	-5	1	3	0	-0.1	0	-1	18	-2
COc1ccccc1CNCC(=O)Nc1cc(S(=O)(=O)N2CCOCC2)ccc1Cl	3	.	-5	7	.	2	-2	1	-4
N#Cc1ccc(NC(=O)CSc2n[nH]c(=O)n2C2CC2)cc1	-4	.	2	-7	.	1	6	0	-2
O=C(CSc1nc2cc(Cl)ccc2s1)c1ccco1	5	0	1	6	2.2	-1	-1	32	3
FC(F)(F)c1cccc(CNC2c3ccccc3-c3ccccc32)c1	-2	-5	6	0	0.5	-6	1	6	6
Cc1ccc2c(c1)cc(CN(Cc1cccnc1)C(=O)c1ccccc1)c1nnnn12	1	-2	7	0	-2.0	-5	6	6	4
CCC(CC)C(=O)Nc1ccc(C(=O)Nc2cc(C)on2)cc1	5	0	2	0	0.8	1	2	1	-1
O=C(NCc1ccc(F)cc1)c1c(O)c2cccc3c2n(c1=O)CCC3	3	2	2	-4	0.3	2	4	5	2
CC1CCCCN1S(=O)(=O)c1cccc2cccnc12 (stereo unspecified)	2	4	4	-8	1.0	0	3	0	1
COc1ccc2ccc(Oc3ncccn3)cc2c1	-5	-2	0	-8	1.1	4	3	0	-5
O=C(NCc1ccccc1F)C1CCCN(C(=O)NC2CCCCC2)C1 (stereo unspecified)	-8	1	0	1	-1.9	7	1	0	-2
Cc1nnc(SCCn2c(N(C)Cc3ccccc3)nc3c2c(=O)[nH]c(=O)n3C)s1	-1	-1	10	-4	2.6	-2	3	1	5
Cc1cc(NC(=O)CCc2ccc(C)o2)no1	-2	0	3	-8	-1.3	5	-3	2	6
Cc1onc(-c2c(F)cccc2Cl)c1C(=O)NCCO	1	0	4	-7	-1.1	1	3	2	1
CN(C)c1ccc(O)c2c1CC1CC3[C@@H](N(C)C)C(=O)C(C(N)=O)=C(O)[C@]3(O)C(=O)C1=C2O (stereo partly specified)	53*	15	15	-6	-14	3	12	-3	61*
O=c1[nH]c(=O)n([C@H]2C[C@H](O)[C@@H](CO)O2)cc1Br	0	.	6	-2	.	3	11	-1	0
CCN1CCN(C(c2ccccc2)c2nnnn2Cc2ccc3c(c2)OCO3)CC1 (stereo unspecified)	2	0	4	-4	-2.1	5	5	1	5
COCc1ccc(CN2CCCCC2C(=O)Nc2ccc(Oc3ccccc3)nc2)o1 (stereo unspecified)	0	-1	3	-2	-0.2	4	7	5	-2
Cc1ccc(OCCSCc2nc3ccccc3[nH]2)cc1	5	-5	4	3	3.0	-2	11	0	0
O=C(c1cn(-c2ccccc2)nc1-c1cccc(Br)c1)N1CCOCC1	0	4	4	4	1.9	-2	1	-3	3
Cc1c(Cl)cccc1NC(=O)C1COc2ccccc2O1 (stereo unspecified)	5	-4	-5	-4	-1.0	0	2	-1	-5
CSc1ccccc1NC(=O)Cn1ccsc1=N	-4	-3	3	-3	1.6	3	1	-1	3
O=C(O)c1c(-n2cccc2)sc2c1CCCC2	2	-1	4	-3	-0.1	0	6	1	-1
CCOc1cc(C(=O)O/N=C(\N)c2ccc([N+](=O)[O-])cc2)cc(OCC)c1OCC	4	1	2	1	0.3	7	1	-2	7
Cc1cc(C)cc(N2CCCn3c2nc2c3c(=O)n(CC(=O)OCc3ccccc3)c(=O)n2C)c1	2	2	5	9	-1.0	-2	1	1	6
Cc1cc(C(=O)N/N=C2\CC(=O)CC(C)(C)C2)c(C)n1-c1ccccc1	37*	4	8	-5	-1.2	8	6	-1	15
C=CCc1cccc2cc(C(=O)N(C)C)c(=O)oc12	-5	1	4	1	0.3	9	5	1	5
O=C(COc1ccc([N+](=O)[O-])cc1)Nc1ccc2c(c1)CCC2	6	.	-2	1	.	5	-1	7	-5
COc1ccc(CCNC(=O)c2c(C)nn(-c3ccccc3)c2Cl)cc1OC	-1	-1	5	3	1.1	4	0	-2	3
Cc1ccc(C2Nc3ccccc3C(=O)N2Cc2ccco2)cc1 (stereo unspecified)	5	-2	2	3	0.6	7	-3	7	0
O=[N+]([O-])c1cc(S(=O)(=O)NC2=NCCCCC2)ccc1Cl	-1	2	4	7	-1.8	3	1	0	1
O=C(c1ccco1)N1CCN(S(=O)(=O)c2ccc3c(c2)OCCO3)CC1	-4	4	5	0	-1.7	-1	8	0	7
C=CCSC1=C(C#N)C(c2cc(Br)c(O)c(OC)c2)CC(=O)N1 (stereo unspecified)	5	3	6	0	-3.1	3	2	-1	6
CCOC(=O)C1=C(Cc2ccc(Cl)cc2)C(=O)c2ccccc2C1=O	12	5	25	2	2.3	33*	-3	86*	37

One compound at a time, from the list above. Order of values: pPAFAH inh | Fam108B inh | BCLXL inh | PME-1 inh | MEX-5 binding | GLD-1 TGE inh | PAFAH1B2 inh | AHR activator | MCL1-BIM inh
Shown for Clc1ccc(COn2c(-c3ccc(Cl)cc3)nc3ccccc32)cc1 → 4 | -8 | 3 | -7 | 0.3 | -2 | 16 | 7 | 3
Shown for CCCc1ccc(Oc2cc(NN3CCCCC3)c([N+](=O)[O-])cc2[N+](=O)[O-])cc1 → 1 | 4 | 6 | 2 | 0.2 | -6 | -2 | -3 | -8

Filtered by structure, the compounds so far with four or more nitrogen atoms.
SMILES	pPAFAH inh	Fam108B inh	BCLXL inh	PME-1 inh	MEX-5 binding	GLD-1 TGE inh	PAFAH1B2 inh	AHR activator	MCL1-BIM inh
Cc1ccc(C2=NN(C(=O)COc3ncnc4ccccc34)C(c3ccco3)C2)cc1 (stereo unspecified)	2	1	0	5	2.8	4	2	-1	-6
CN(C(=O)c1nc(-c2ccccc2)n(-c2ccccc2)n1)C1CCS(=O)(=O)C1 (stereo unspecified)	2	2	6	2	0.4	9	2	-5	3
CCCc1ccc(Oc2cc(NN3CCCCC3)c([N+](=O)[O-])cc2[N+](=O)[O-])cc1	1	4	6	2	0.2	-6	-2	-3	-8
Nc1ccccc1Nc1cc(-c2ccccc2)nn1-c1cccc(Cl)c1	-2	5	8	2	-2.6	8	0	1	13
COc1ccccc1Nc1nc(N)nc(CSc2nncn2C)n1	0	6	5	7	-0.9	3	-3	15	2
Fc1ccc(Oc2nnnn2-c2ccccc2)cc1	0	1	3	5	0.2	7	-3	-3	3
CC1(CCc2ccccc2)NC(=O)N(CC(=O)Nc2ccc(S(N)(=O)=O)cc2)C1=O (stereo unspecified)	5	1	-1	5	0.7	-2	3	-2	-3
N#Cc1ccc(NC(=O)CSc2n[nH]c(=O)n2C2CC2)cc1	-4	.	2	-7	.	1	6	0	-2
Cc1ccc2c(c1)cc(CN(Cc1cccnc1)C(=O)c1ccccc1)c1nnnn12	1	-2	7	0	-2.0	-5	6	6	4
Cc1nnc(SCCn2c(N(C)Cc3ccccc3)nc3c2c(=O)[nH]c(=O)n3C)s1	-1	-1	10	-4	2.6	-2	3	1	5
CCN1CCN(C(c2ccccc2)c2nnnn2Cc2ccc3c(c2)OCO3)CC1 (stereo unspecified)	2	0	4	-4	-2.1	5	5	1	5
Cc1cc(C)cc(N2CCCn3c2nc2c3c(=O)n(CC(=O)OCc3ccccc3)c(=O)n2C)c1	2	2	5	9	-1.0	-2	1	1	6

This is a subset; the hit share may differ from the screen's.
